Assay outcomes from PubChem BioAssay.
COUP-TFII inh – NR2F2 transcriptional activity inhibitors, primary screen, cell-based, luciferase reporter, HEK293T, luminescence. HEK293T NGFI-A luciferase reporter. inhibition, % at 8.6 µM. COUP transcription factor 2 (Homo sapiens), P24468. AID 686940, 2013. 370,000 tested, 0.7% active;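 active means inhibition above a per-plate cutoff, mean inhibition of test wells between control levels plus 3 SD, cut at about 38% in these data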;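 further: cells cotransfected with COUP-TFII expression vector driving the NGFI-A reporter; 0% = median of COUP-TF2 test wells and 100% = reporter-only cells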
Target sequence (P24468 whole entry, looked up): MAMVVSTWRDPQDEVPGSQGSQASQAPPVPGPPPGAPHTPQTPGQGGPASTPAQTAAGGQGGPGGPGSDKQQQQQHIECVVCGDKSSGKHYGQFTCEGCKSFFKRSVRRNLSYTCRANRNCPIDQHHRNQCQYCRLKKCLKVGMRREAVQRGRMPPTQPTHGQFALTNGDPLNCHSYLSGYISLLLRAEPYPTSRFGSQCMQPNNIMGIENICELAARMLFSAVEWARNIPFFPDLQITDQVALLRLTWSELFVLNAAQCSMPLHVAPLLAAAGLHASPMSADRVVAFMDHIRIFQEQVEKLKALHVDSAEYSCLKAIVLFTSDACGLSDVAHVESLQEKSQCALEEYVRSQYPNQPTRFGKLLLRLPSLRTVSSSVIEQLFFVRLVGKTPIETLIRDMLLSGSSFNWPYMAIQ
KKLEB tox – cytotoxicity in KKLEB CF airway cells, primary screen, cytotoxicity control for CF NF-kB inhibitor project, cell-based, uHTS, fluorescence assay plates; activity change (cytotoxicity), % at 5 µM; KKLEB CF airway cells viability, ATPlite luminescence, overnight; hits give low values; cells stimulated with P. aeruginosa culture filtrate; 360,000 tested, 0.36% active;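 active means corrected activity change at or below -50% at 5 µM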
TROY NFkB inh – inhibitors of TROY-driven NF-kB signaling, primary screen, Q293 LMP1-TROYcd cells, NF-kB luciferase, uHTS; Q293 LMP1-TROYcd NF-kB luciferase reporter, 4 h; 360,000 tested, 0.98% active; inhibition, % at 10 µM; AID 1347056, 2019;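 active means compounds whose plate-normalised and pattern-corrected inhibition of the luciferase reporter signal at the single screening dose is 50% or more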
TWEAK-Fn14 inh – inhibitors of TWEAK-Fn14 signaling, primary screen, luciferase reporter cells, uHTS. TWEAK-stimulated Fn14 reporter cells, luciferase luminescence, 8 h. inhibition, % at 10 µM. 360,000 tested, 2% active. AID 1159606, 2016; in the data active means inhibition above about 50%
SRC2 inh – inhibition of GAL4-SRC2 driven luciferase reporter, primary screen, SRC2 inhibitor project, cell-based, luminescence. 370,000 tested, 0.17% active. Nuclear receptor coactivator 2 (Homo sapiens), Q15596. HEK293 GAL4-SRC2 luciferase reporter. inhibition, % at 9 µM;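 active means inhibition above the mean inhibition of all tested compounds plus 3 SD, set per campaign, cut at about 52% in these data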;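 further: 0% = DMSO treated cells and 100% = cells given Gossypol at 36 µM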
NCOA1 inh – SRC1 coactivator transcriptional activity inhibitors, primary screen, cell-based, luminescence | HEK293 GAL4-SRC1 luciferase reporter | Nuclear receptor coactivator 1 (Homo sapiens), Q15788 | 360,000 tested, 0.12% active | AID 588354, 2011 | inhibition, % at 3.6 µM;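 active means inhibition above the campaign mean plus 3 SD, with each screening campaign given its own cutoff, cut at about 60% in these data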;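 further: 0% = DMSO treated cells and 100% = gossypol at 36 µM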
TRAIL sens C8 – viability loss with TRAIL in NB7+C8 cells, primary screen, TRAIL sensitizer project, cell-based, ATPlite luminescence; 360,000 tested, 1% active; inhibition (viability loss, TRAIL sensitization), % at 10 µM;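 active means compounds causing at least 50% loss of cell viability in the single-dose screen, relative to plate controls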
NR5A2 inv ag – LRH-1 (NR5A2) inverse agonists, primary screen, cell-based, luminescence, HEK293T, StAR-luciferase reporter; LRH-1 transfected, 24 h; inhibition, % at 3.6 µM; 360,000 tested, 0.13% active; AID 602396, 2012;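 active means inhibition above the mean inhibition of all tested compounds plus 3 SD, cut at about 73% in these data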;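 further: 0% = DMSO wells and 100% = reporter-only cells lacking LRH-1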
Target sequence (O00482 whole entry, looked up): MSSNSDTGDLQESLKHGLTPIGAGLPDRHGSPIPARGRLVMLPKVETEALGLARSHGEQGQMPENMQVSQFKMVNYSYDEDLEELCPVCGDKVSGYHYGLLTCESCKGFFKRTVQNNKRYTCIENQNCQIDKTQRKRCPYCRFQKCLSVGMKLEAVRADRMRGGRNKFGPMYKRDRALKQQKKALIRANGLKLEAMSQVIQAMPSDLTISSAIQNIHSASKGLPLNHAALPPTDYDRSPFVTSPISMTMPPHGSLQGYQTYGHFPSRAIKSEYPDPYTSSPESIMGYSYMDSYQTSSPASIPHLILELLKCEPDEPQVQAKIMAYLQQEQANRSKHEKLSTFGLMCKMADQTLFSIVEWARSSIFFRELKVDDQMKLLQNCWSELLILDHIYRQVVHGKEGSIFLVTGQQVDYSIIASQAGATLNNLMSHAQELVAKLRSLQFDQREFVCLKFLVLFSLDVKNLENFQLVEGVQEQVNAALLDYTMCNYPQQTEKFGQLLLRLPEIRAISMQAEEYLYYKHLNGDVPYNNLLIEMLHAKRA
LMP1 NFkB inh – EBV LMP1-driven NF-kappaB luciferase reporter inhibitors, primary screen, cell-based, luminescence, single point; LMP1-induced NF-kappaB luciferase reporter cells; inhibition, % at 12.5 µM; 350,000 tested, 0.69% active; AID 504558, 2011; in the data active means inhibition above about 41%;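 further: 0% = neutral control wells and 100% = reference inhibitor control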
CF NFkB inh – inhibitors of PAF-induced NF-kB signaling, primary screen, cell-based, GFP fluorescence, uHTS. inhibition, % at 5 µM. KKLEB NF-kB-GFP reporter, GFP fluorescence overnight. 360,000 tested, 0.86% active. AID 588850, 2011;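 active means at least 50% inhibition at 5 µM, scaled per plate between neutral and stimulator controls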;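 further: PAF is a Pseudomonas aeruginosa culture filtrate used as stimulus; plate controls were PAF-stimulated DMSO wells for no effect and unstimulated DMSO wells for full effect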
NCOA3 inh – SRC3 coactivator transcriptional activity inhibitors, primary screen, cell-based, luminescence. 360,000 tested, 0.17% active. HEK293 GAL4-SRC3 luciferase reporter. inhibition, % at 3.6 µM;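 active means inhibition above a per-campaign cutoff, the mean of all compounds plus 3 SD, cut at about 60% in these data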;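 further: 0% = DMSO-treated cells and 100% = gossypol-treated cells at 36 µM; higher means less SRC3-driven luciferase light from the GAL4 reporter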
Active calls of the source: *; . = no result given.

SMILES	COUP-TFII inh	KKLEB tox	TROY NFkB inh	TWEAK-Fn14 inh	SRC2 inh	NCOA1 inh	TRAIL sens C8	NR5A2 inv ag	LMP1 NFkB inh	CF NFkB inh	NCOA3 inh
COc1ccc(Cl)cc1NC(=O)C/C(C)=N/NC(=O)c1ccccc1[N+](=O)[O-]	-7	4	-4	-4	8	-4	-16	4	25	11	-22
O=C(COc1ccc([N+](=O)[O-])cc1)N/N=C/c1ccccn1	5	-18	-2	-9	-21	-15	0	1	3	-8	6
CCOC(=O)CC(NC(=O)c1ccco1)c1ccc(C)cc1 (stereo not drawn)	-8	-12	3	-1	-16	4	-14	-2	-22	3	5
COc1ccc(SCCN2CC[C@@H](NC(=O)OCc3ccccc3)CCC2=O)cc1	10	-3	15	-8	6	-4	12	7	3	-12	-2
CCN(CC)C(=O)/C(=C\c1ccc2c(c1)OCO2)NC(=O)c1ccc(Br)cc1	0	-5	12	22	-26	-8	-6	-10	6	10	12
COc1ccc(Br)cc1CNC(=O)C1CCN(S(=O)(=O)N2CCCCC2)CC1	3	-2	18	-4	-3	3	9	2	-5	6	-14
COc1cccc(C2=CC(=O)C[C@H](c3ccc(Cl)cc3)C2)c1	3	2	-12	-31	27	-9	-7	10	-11	21	4
NC1=C(Br)C(=O)c2ccccc2C1=O	-45	14	1	-5	-54	-19	28	12	-2	14	-13
CC(C)Oc1cccc(C(=O)Nc2ccc(Br)cc2F)c1	-65	-1	-12	47	-21	-119	43	-147	-28	-2	-82
CC1(C)OC2OC(C(=O)N/N=C/c3ccccc3F)C3OC(C)(C)OC3C2O1 (stereo not drawn)	2	19	2	-1	-63	-21	2	-1	4	-6	3
COc1ccc(C(=O)NC(=S)Nc2ccc3oc(=O)ccc3c2)cc1[N+](=O)[O-]	-7	0	11	-22	-5	-5	-15	-10	-6	-18	8
CCOC(=O)C1C2C=CC3(CN(Cc4ccccc4)C(=O)C13)O2 (stereo not drawn)	4	6	6	-7	10	-7	4	-8	5	15	4
Cc1nc(SCC(=O)c2cc3ccccc3oc2=O)c(C#N)c(-c2ccccc2)c1C(=O)Nc1ccccc1	5	-43	4	49	-4	8	9	14	-9	30	10
COC(=O)c1cc(C(=O)OCC(=O)NC(=O)NCc2ccccc2)cc([N+](=O)[O-])c1	5	8	4	3	-2	-6	-8	0	2	-7	-7
COc1cc2c(cc1OC)CN(C1CCCN(Cc3cc(Cl)ccc3O)C1)CC2 (stereo not drawn)	17	-10	-5	-13	-5	8	11	14	13	-34	-11
COc1ccc(F)cc1S(=O)(=O)n1nc(C)cc1C	1	3	-9	5	6	-5	-10	-10	4	4	-8
CCC(C)(C)n1nnnc1C(c1cc2cc(C)cc(C)c2[nH]c1=O)N1CCN(C(=O)c2ccco2)CC1 (stereo not drawn)	9	4	7	-16	-33	6	5	11	9	-17	8
COC(=O)C(Cc1c[nH]c2ccccc12)NC(=O)c1ccc2nc[nH]c2c1 (stereo not drawn)	-40	2	-53	12	-99	-56	-5	-118	-60	0	-79
CCc1ccnc(NS(=O)(=O)c2ccc3c(c2)OCCO3)c1	13	10	-10	12	13	-6	-10	13	.	1	-10
COc1ccc(CCNCc2ccc(-c3ccccc3)cc2)cc1OC	15	-9	-12	-32	-56	1	23	-12	5	11	-14
COCc1c(C(=O)Nc2ccc3nc(N4CCOCC4)sc3c2)oc2ccccc12	-3	6	43	30	22	-19	28	-18	-6	3	-15
COc1ccc(C2C(C#N)=C(N)N(Nc3ccccc3)C3=C2C(=O)CC(C)(C)C3)cc1C (stereo not drawn)	2	3	-7	9	15	3	14	26	-6	-9	13
CCCn1c(=N)n(CC(=O)c2ccc(Cl)c(Cl)c2)c2ccccc21	-2	-4	-2	-6	-6	0	10	-6	5	-9	0
COC(=O)N1C(=O)[C@](c2ccccc2)(C2CCCCC2)N1C(=O)OC	-20	8	17	51*	19	-11	13	-25	0	40	-14
Cc1ccc(/C=N/n2nnnc2N)cc1[N+](=O)[O-]	5	-14	-4	-6	-35	-27	-6	15	0	4	-1
COC(=O)CSC1=C(C#N)C(c2ccc(Cl)cc2)C(C(=O)OC)C(=O)N1 (stereo not drawn)	-15	2	8	0	20	2	-1	9	-10	9	6
O=C(CC1C(=O)NCCN1Cc1c(F)cccc1Cl)NC1CCCCCC1 (stereo not drawn)	7	-9	6	0	-51	4	-17	7	-2	11	5
CC(CP(=O)(O)O)NC(=O)Cc1ccccc1 (stereo not drawn)	8	2	0	7	-12	3	-14	-16	-6	-7	-5
O=C(Nc1ccc2c(c1)C(=O)NC2=O)c1cc(Cl)ccc1Cl	7	0	1	-29	-10	-30	-2	-3	-1	-8	3
O=C(O)CCC(=O)N1N=C(c2cccs2)CC1c1cccc([N+](=O)[O-])c1 (stereo not drawn)	15	-9	-4	-20	3	4	-1	18	-2	10	-10

Looked up by structure from the entries so far (3):
SMILES	COUP-TFII inh	KKLEB tox	TROY NFkB inh	TWEAK-Fn14 inh	SRC2 inh	NCOA1 inh	TRAIL sens C8	NR5A2 inv ag	LMP1 NFkB inh	CF NFkB inh	NCOA3 inh
COc1ccc(C2C(C#N)=C(N)N(Nc3ccccc3)C3=C2C(=O)CC(C)(C)C3)cc1C (stereo not drawn)	2	3	-7	9	15	3	14	26	-6	-9	13
COc1ccc(F)cc1S(=O)(=O)n1nc(C)cc1C	1	3	-9	5	6	-5	-10	-10	4	4	-8
CCCn1c(=N)n(CC(=O)c2ccc(Cl)c(Cl)c2)c2ccccc21	-2	-4	-2	-6	-6	0	10	-6	5	-9	0

Additional records
SMILES	COUP-TFII inh	KKLEB tox	TROY NFkB inh	TWEAK-Fn14 inh	SRC2 inh	NCOA1 inh	TRAIL sens C8	NR5A2 inv ag	LMP1 NFkB inh	CF NFkB inh	NCOA3 inh
NS(=O)(=O)c1cccc(NC(=O)c2cc(-c3cccs3)nc3ccccc23)c1	0	-13	-10	16	-6	-6	-2	-4	-20	-36	-22
COC(=O)CNC(=O)c1cn(CC(C)C)c(=O)c2cc(OC)c(OC)cc12	0	-1	5	4	-16	-7	-4	-3	-2	10	-6
C[C@H](CO)N1C[C@H](C)[C@H](CN(C)C(=O)c2ccccc2)Oc2cc(Br)ccc2S1(=O)=O	5	3	-15	-5	-13	-16	12	8	-4	-2	8
Cc1cc([N+](=O)[O-])nn1CC(=O)Nc1cc(F)ccc1F	-8	13	5	1	24	7	3	0	-8	-9	28
Cc1cccc(NS(=O)(=O)c2cc3c(cc2C)NC(=O)CO3)c1	2	-17	5	-3	1	6	-9	-13	0	8	-43
CC1CCC(C(=O)NC(C(=O)N2CCc3ccccc3C2)C(C)C)CC1 (stereo not drawn)	-1	2	9	-20	7	-11	-1	-30	-14	-3	-17
COc1c(Br)cc(Br)cc1C(=O)Nc1ccccc1N1CCCC1	-8	9	8	-6	-33	-31	18	3	6	2	-14
CC(C)Nc1nnc(SC(C)C(=O)N(C)C2CCCCC2)s1 (stereo not drawn)	-2	8	-7	-1	-19	-4	6	1	3	1	-2
Cc1ccc(CNC(=O)CC(C)S(=O)(=O)c2ccc3c(c2)NC(=O)C(C)S3)cc1 (stereo not drawn)	20	-2	35	33	-2	-1	11	2	9	0	-9
Cc1cc(Nc2cc(Cl)nc(Sc3ccc(NC(=O)C4CC4)cc3)n2)n[nH]1	-23	-17	-5	-9	-6	-22	26	-9	-53	7	-54
Cc1ccc(S(=O)(=O)N2CCN(C(=O)Cn3c(=O)oc4ccccc43)CC2)c(C)c1	11	-3	-3	-2	11	-7	0	-1	-5	20	-4
COC(=O)c1ccccc1NC(=O)Nc1cccnc1	-11	-4	.	14	-16	-1	8	-3	-3	-11	-5
COc1ccc(C)cc1NC(=O)CN(c1ccccc1F)S(C)(=O)=O	-5	3	2	-5	17	9	-10	18	2	-3	24
CSc1nc(C)c(Cc2ccccc2)c(=O)[nH]1	8	7	5	-11	-6	15	-23	8	2	-42	13
CSc1nsc(SC)c1NC(=O)OCc1ccccc1	8	3	-30	-5	-46	-16	11	-4	-7	-15	-37
COc1ccc(Nc2cc(C)c3ccc(O)cc3n2)cc1	-1	-2	-12	-37	-18	-25	0	-18	-1	13	-1
CCN1CCN(c2cc(C)c3cc(NC(=S)N4CCN(c5ccccc5)CC4)ccc3n2)CC1	1	-6	16	-23	18	-10	30	11	-8	10	20
COc1cccc(NC(=O)C2CCN(S(=O)(=O)c3ccc4[nH]c(=O)oc4c3)CC2)c1	1	3	8	1	19	-7	-6	-1	0	0	-19

Three compounds out of the list above, ordered by their value in NCOA3 inh, high to low:
SMILES	COUP-TFII inh	TWEAK-Fn14 inh	SRC2 inh	NCOA1 inh	NR5A2 inv ag	LMP1 NFkB inh	CF NFkB inh	NCOA3 inh
COc1ccc(C(=O)NC(=S)Nc2ccc3oc(=O)ccc3c2)cc1[N+](=O)[O-]	-7	-22	-5	-5	-10	-6	-18	8
CC(CP(=O)(O)O)NC(=O)Cc1ccccc1 (stereo not drawn)	8	7	-12	3	-16	-6	-7	-5
COc1ccc(Cl)cc1NC(=O)C/C(C)=N/NC(=O)c1ccccc1[N+](=O)[O-]	-7	-4	8	-4	4	25	11	-22

A draw from above in order of length of the SMILES, low to high:
SMILES	COUP-TFII inh	KKLEB tox	TROY NFkB inh	TWEAK-Fn14 inh	SRC2 inh	NCOA1 inh	TRAIL sens C8	NR5A2 inv ag	LMP1 NFkB inh	CF NFkB inh	NCOA3 inh
COc1ccc(Nc2cc(C)c3ccc(O)cc3n2)cc1	-1	-2	-12	-37	-18	-25	0	-18	-1	13	-1
CC1CCC(C(=O)NC(C(=O)N2CCc3ccccc3C2)C(C)C)CC1 (stereo not drawn)	-1	2	9	-20	7	-11	-1	-30	-14	-3	-17
Cc1ccc(S(=O)(=O)N2CCN(C(=O)Cn3c(=O)oc4ccccc43)CC2)c(C)c1	11	-3	-3	-2	11	-7	0	-1	-5	20	-4
COc1cccc(NC(=O)C2CCN(S(=O)(=O)c3ccc4[nH]c(=O)oc4c3)CC2)c1	1	3	8	1	19	-7	-6	-1	0	0	-19
